# STK33 inh: inhibitors of purified STK33 kinase, primary screen, biochemical, ADP-Glo luminescence, homogeneous, cell-free; Serine/threonine-protein kinase 33 (Homo sapiens), Q9BYT3; MBP phosphorylation; inhibition, % at 10 µM; hit rate 0.073% among 320,000;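 active = inhibition at or above 25%, using the most active replicate where run in duplicate; inactive = inhibition below 25%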
# Target sequence (Q9BYT3 whole entry, looked up): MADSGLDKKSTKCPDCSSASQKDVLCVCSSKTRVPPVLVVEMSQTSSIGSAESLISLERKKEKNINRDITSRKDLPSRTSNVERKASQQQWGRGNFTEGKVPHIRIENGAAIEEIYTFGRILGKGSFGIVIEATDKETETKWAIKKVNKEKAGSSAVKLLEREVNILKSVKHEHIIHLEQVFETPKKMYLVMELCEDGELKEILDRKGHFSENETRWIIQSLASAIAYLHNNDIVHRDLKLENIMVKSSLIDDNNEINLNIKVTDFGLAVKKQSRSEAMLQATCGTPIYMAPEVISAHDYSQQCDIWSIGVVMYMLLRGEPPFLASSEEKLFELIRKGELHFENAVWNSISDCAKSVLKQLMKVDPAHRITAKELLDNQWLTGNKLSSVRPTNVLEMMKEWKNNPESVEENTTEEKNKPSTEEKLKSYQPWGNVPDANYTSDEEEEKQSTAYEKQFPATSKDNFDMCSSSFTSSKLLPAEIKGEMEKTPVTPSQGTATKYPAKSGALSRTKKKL
# Kir21 block: inhibitors of mouse Kir2.1 inward-rectifier potassium channel; Inward rectifier potassium channel 2 (Mus musculus), P35561; HEK293-Kir2.1, FluxOR thallium flux fluorescence; hits give low values; B-score at 10 µM; hit rate 0.85% among 310,000; AID 1672, 2009;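 active = fluorescence ratio B-score at or below minus 3 SD of library scores, with starting-brightness B-score within 2 SD, cut at about -4.2 in these data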;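 note: channel flux triggered by added potassium and thallium sulfate stimulus; B-score of peak minus minimum fluorescence over baseline after thallium stimulus; more negative B-score means stronger Kir2.1 block with less thallium influx; some compounds called inactive have numbers as strong as hits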
# Target sequence (P35561 whole entry, looked up): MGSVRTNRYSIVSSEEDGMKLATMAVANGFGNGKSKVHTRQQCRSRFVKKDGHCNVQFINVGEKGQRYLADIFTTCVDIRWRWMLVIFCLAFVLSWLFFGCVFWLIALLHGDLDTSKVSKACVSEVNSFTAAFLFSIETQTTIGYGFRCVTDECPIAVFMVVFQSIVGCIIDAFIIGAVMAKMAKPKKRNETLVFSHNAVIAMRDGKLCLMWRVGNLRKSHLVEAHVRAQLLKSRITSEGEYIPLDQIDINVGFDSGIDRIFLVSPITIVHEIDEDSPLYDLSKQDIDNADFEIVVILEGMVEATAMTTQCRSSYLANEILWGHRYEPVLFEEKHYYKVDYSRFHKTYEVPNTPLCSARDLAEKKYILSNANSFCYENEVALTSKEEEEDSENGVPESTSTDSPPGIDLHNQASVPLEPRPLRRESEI
# Numbers without * were called inactive; . = not tested or not shown.
SMILES,STK33 inh,Kir21 block
O=C(C1CCN(S(=O)(=O)c2ccccc2)CC1)N1CCC2(CC1)OCCO2,-1.1,0.62
COc1cc(Br)c(CNCCc2ccc3c(c2)OCO3)cc1OC,-0.8,-2.1
O[C@H]1[C@H](O)[C@@H](O)CN2CC[C@H](O)[C@H]12,-1.1,0.48
Nc1ccccc1C(=O)OCc1ccc([N+](=O)[O-])cc1,-0.9,0.02
O=C(c1ccc(CNS(=O)(=O)c2ccccc2)cc1)N1CCC2(CC1)OCCO2,0.2,.
CCN(CC)CCNCc1nc2ccccc2c(=O)n1-c1ccc(F)cc1,-0.5,0.31
CCC(C(=O)Nc1ccc(Cl)cc1)N1CCCC1=O (stereo not given),-1.1,0.34
CCOC(=O)c1c(-n2c(C)cc(/C=C3/C(=O)NC(=O)N(CC)C3=O)c2C)sc2c1CCCC2,-1.9,-0.58
O=c1c2ccccc2[se]n1-c1ccccc1,.,-0.74
CN(C)P(=S)(Nc1ccccc1)C(Cl)(Cl)Cl (stereo not given),0.0,-1.8
CN1C[C@H](CO)C[C@@H]2c3cccc4[nH]cc(c34)C[C@H]21,0.4,-0.41
Cc1cccc(CCNCc2cc3cc(C)cc(C)c3[nH]c2=O)c1,0.3,-2.1
CC(C(=O)c1ccccc1)N1C(=O)c2ccccc2C1=O (stereo not given),-0.8,0.16
Cc1cc(C)c2c(c1)-c1cc(C)nn1C(c1cccnc1)N2 (stereo not given),-2.0,-1.6
CCOc1ccc(N2C(=O)NC(=O)/C(=C\c3ccc(N4CCCCC4)o3)C2=O)cc1,.,-0.93
COC(=O)C1=C(c2ccc(F)cc2F)C[C@@H]2CC[C@H]1N2C(=O)NCC1CC1,0.0,.
O=C(N/N=C/C1C(=O)NC(=S)N(c2ccccc2)C1=O)c1cc(Br)c(O)c(Br)c1 (stereo not given),-0.3,0.09
O=[N+]([O-])c1ccc(N2CCCC2)c(F)c1Br,0.3,1
CCN(CC)CCN1Cc2ccccc2C1=N,-0.6,2
CCOP(=S)(OCC)C(O)CCCCCn1c(=O)c(F)cn(C2CCCO2)c1=O (stereo not given),0.0,-0.08
COC(=O)C1=C(c2ccc(F)cc2OCc2ccccc2)C[C@@H]2CC[C@H]1N2C(=O)NCc1cccc(C(F)(F)F)c1,-1.4,.
CC1=C[C@@H]2c3cccc4[nH]cc(c34)C[C@H]2N(C)C1,2.3,-1.7
Cc1cc(Cl)ccc1C(=O)C1CCCN(C2CCSCC2)C1 (stereo not given),-1.3,-3.7
CC12CNCC(C)(CNC1)C2O (stereo not given),-0.4,-1
COc1ccc(CCn2c(O)c(/C=N/NC(=O)c3ccncc3)c(=O)[nH]c2=O)cc1OC,2.6,1.5
SMILES,STK33 inh,Kir21 block
Cc1cc(/C=C2\C(=O)NC(=O)N(c3ccc(Cl)cc3)C2=O)c(C)n1-c1sc2c(c1C#N)CCCC2,2.9,0.55
COc1ccc(OCC(=O)N2CCN(CC3CC4C=CC3C4)CC2)cc1 (stereo not given),0.8,0.02
O=C1NC(=O)C(=Cc2cccc(OCCOc3ccccc3)c2)C(=O)N1,-2.3,2.4
COc1ccc(Cc2c(O)[nH]c(=S)[nH]c2=O)cc1,0.3,1.7
CCC(C)n1c(O)c(C=NCCc2ccccc2)c(=O)[nH]c1=S (stereo not given),-1.6,-0.77
CC(Cc1cccs1)NCc1ccccc1 (stereo not given),-0.6,0.35
ON1C2CCCCC2N(O)C1c1ccccc1F (stereo not given),0.2,-0.17
COC(=O)C1=C(c2cc3ccccc3o2)C[C@@H]2CC[C@H]1N2C(=O)NC1CCCCC1,-2.4,-0.65
C1CC2OC2CC1C1CO1 (stereo not given),-0.5,.
CN(C)C(Cc1ccccc1)C(=O)c1c[nH]c2ccccc12 (stereo not given),-2.3,-1.4
c1ccc(CN2CCNCC2)nc1,-1.2,1.2
CC12CC(c3ccccc3O1)C(C(=O)OCc1ccccc1)C(=O)N2 (stereo not given),-1.1,-1.6
CCOP(=O)(OCC)C(NC(=O)c1cccc2ccccc12)C(Cl)(Cl)Cl (stereo not given),-1.2,0.24
O=c1c2ccc(Cl)cc2[nH]c(=S)n1-c1cccnc1,0.3,0.41
C=CCOC(=O)COc1cc(C)cc2oc(=O)c3c(c12)CCC3,-2.4,-0.09
CCOC(=O)C1(CCc2ccccc2)CCN(Cc2cccc3cnccc23)CC1,0.9,-0.09
O=C(c1ccc(N2CCCCC2)c([N+](=O)[O-])c1)N1CCC2(CC1)OCCO2,-0.9,2.9
Cc1oc(-c2ccccc2F)nc1CS(=O)CC(=O)N1CCC2(CC1)OCCO2 (stereo not given),-1.3,0.22
O=C1NC(=O)N(Cc2ccc(F)cc2)C(=O)/C1=C\c1ccc(N2CCCC2)cc1,-0.8,1.9
O=c1c(C=Nc2cccnc2Cl)c(O)n(CCCCl)c(=O)n1C1CCCCC1,-0.7,-0.62
CCOP(=O)(Cc1cc(C#N)oc1C)OCC,-2.4,-0.1
O=C(CNC(=O)OCc1ccccc1)Nc1ccc(Br)cc1C(=O)c1ccccc1Cl,-3.8,0
CN1C(=O)C(=Cc2ccc(OCCN(C)c3ccccn3)cc2)C(=O)N(C)C1=O,0.8,0.79
Cn1c(O)c(C=NCCOc2ccc(Cl)cc2)c(=O)n(C)c1=O,0.9,-0.89
Cc1nc2c(c(=O)[nH]1)C(c1ccccc1Cl)c1c(c3ccccc3oc1=O)O2 (stereo not given),-0.6,-1.3

# Single records, as listed above. Order of screens: STK33 inh, Kir21 block
# Record of `O=C(c1ccc(CNS(=O)(=O)c2ccccc2)cc1)N1CCC2(CC1)OCCO2` = 0.2, .
# Record of `CCOP(=S)(OCC)C(O)CCCCCn1c(=O)c(F)cn(C2CCCO2)c1=O` (stereo not given) = 0.0, -0.08

# The listing picks up, repeating the two entries before the break.
SMILES,STK33 inh,Kir21 block
Cn1c(O)c(C=NCCOc2ccc(Cl)cc2)c(=O)n(C)c1=O,0.9,-0.89
Cc1nc2c(c(=O)[nH]1)C(c1ccccc1Cl)c1c(c3ccccc3oc1=O)O2 (stereo not given),-0.6,-1.3
CC1(C)CN=C(Nc2ccc(F)c(F)c2)S1,-0.8,-0.21
Cc1ccc(N2C(=O)NC(=O)/C(=C/c3cnc(-c4ccccc4)nc3)C2=O)cc1C,-0.7,-1.1
CCCCn1c(O)c(C=NCCCN(CC)CC)c(=O)[nH]c1=O,-0.1,0.42
CC(C#N)CCC#N (stereo not given),-1.0,.
Cc1cc(=O)oc2c(C)c(OCC(=O)N3CCC(C(=O)O)(c4ccccc4)CC3)ccc12,0.4,-0.46
CCN(CC)C(=O)c1ccc(NC(=O)c2ccc3c(c2)NC(=O)CS3)cc1,0.5,.
Cc1ccccc1NC1(C#N)CCCCC1,-1.7,1.9
Cc1cc(OCCCC(=O)NCc2cccs2)ccc1Cl,-0.8,-1.3
O=C1C2CCCN2C(c2ccc(Cl)c(Cl)c2)N1c1ccccn1 (stereo not given),0.2,1.6
CN(C)C(=O)Oc1ccc2ccccc2c1Cl,-0.7,0.67
O=C(COc1ccccc1)NCCc1cnc[nH]1,-1.4,0.31
N#CC(C#N)=Cc1ccc(-c2ccccc2)o1,1.2,-1.3
Cc1ccsc1C(=O)C1CCCN(Cc2cn(C)nc2C)C1 (stereo not given),-2.8,0.6
COc1cccc(CN2CCN(C(=O)Cc3ccccc3OC)CC2)c1,-0.4,1.5
COC(=O)C1=C(c2ccc(-c3ccccc3)c(F)c2)C[C@@H]2CC[C@H]1N2C(=O)NCc1cc(C)oc1C(F)(F)F,-0.6,.
O=c1c2cc(Cl)cc(Cl)c2nc(CN2CCOCC2)n1-c1ccccc1F,-1.0,-2.1
CC1=Nc2ccccc2/C1=C/c1c(O)[nH]c(=O)[nH]c1=O,-1.9,0.48
CCCCNC(=O)c1c(N)n(CCCOC)c2nc3ccccc3nc12,-0.8,-0.94
Cc1ccc(C)c(OCc2cc(C(=O)N3C[C@H]4C[C@@H](C3)c3cccc(=O)n3C4)no2)c1,0.5,0.01
O=C(CCc1nnc2ccc(NCc3ccc(F)cc3)nn12)N1CCC2(CC1)OCCO2,-0.2,0.17
C=CCN(c1ccc(C(=O)N(CC)CC)cc1)S(C)(=O)=O,0.7,-0.02
O=c1[nH]c(=O)n(C2CCCCCC2)c(O)c1C=NC1CCN(Cc2ccccc2)CC1,-0.3,1.2
Fc1cccc(CN2CCN(c3ccc(Cl)cc3)CC2)c1,-2.8,-0.68
COC(=O)C1=C(c2ccc(OCc3ccccc3)cc2)C[C@@H]2CC[C@H]1N2C(=O)NCc1ccccc1,-1.4,.
C[C@H]1C/C=C/[C@H]2[C@H](O)[C@H](C)[C@@](C)(O)[C@H]3[C@H](Cc4ccccc4)NC(=O)[C@]32[C@H](O)/C=C/[C@](C)(O)C1,-1.0,-1.2
SMILES,STK33 inh,Kir21 block
O=C1NC(=S)NC(=O)C12C(c1ccccc1)NC(=S)NC2c1ccccc1 (stereo not given),.,0.49
N#CCCn1cc(C(=O)Nc2ccccc2Cl)c(-c2ccc(F)cc2)n1,-1.0,-0.26
CC(C)Cc1[nH]c(=O)c(C#N)c2c1CCC2,-0.6,0.61
Cc1cc(=O)oc2c(C)c(OCC(=O)N3CCN(Cc4ccccc4)CC3)ccc12,0.8,-2
COc1ccc2c(C)c(CC(=O)N3C[C@H]4C[C@@H](C3)c3cccc(=O)n3C4)c(=O)oc2c1C,1.7,0.2
CSc1ncc(Cl)c(C(=O)O)n1,-1.0,-2.5
COc1ccccc1N=Nc1c(O)[nH]c(=S)[nH]c1=O,-3.1,0.39
Clc1ccc(C[n+]2c(-c3ccccc3)cc(-c3ccccc3)cc2-c2ccccc2)cc1,1.0,-13*
O=CC(Cl)P(=O)(N1CCOCC1)N1CCOCC1 (stereo not given),0.3,0.59
COc1ccccc1CN1CCCC(C(=O)c2ccccc2OC)C1 (stereo not given),-0.1,-0.91
Cn1c(O)c(C=NC2CCN(Cc3ccccc3)CC2)c(=O)n(C)c1=O,-2.0,0.9
Cc1cc(OCC(=O)N[C@@H](Cc2ccccc2)C(=O)O)c2c3c(c(=O)oc2c1)CCC3,0.1,0.75
CCCC(=O)NC(Oc1ccc(Cl)cc1Cl)C(Cl)(Cl)Cl (stereo not given),-0.1,-2.7
CCOc1ccc(-n2c(O)c(C=Nc3ccc(NC(C)=O)cc3)c(=O)[nH]c2=O)cc1,-0.2,-0.61
CC(C)[C@H]1CC2C3CC=C4C[C@@H](O)CC[C@]4(C)C3CC[C@]2(C)[C@H]1O (stereo not given in full),-0.3,.
C[C@]12CCC3C(CC[C@H]4C[C@H](O)CC[C@]34C)C1CC(=O)[C@@H]2O (stereo not given in full),0.1,.
COC(=O)C1=C(c2ccccc2)C[C@@H]2CC[C@H]1N2C(=O)NCc1cccc2ccccc12,0.6,-0.46
COc1ccccc1-n1c(-c2ccccc2)nc2ccccc2c1=O,.,-0.84
CCC(=NCCc1ccccc1)c1c(O)[nH]c(=O)[nH]c1=O,0.3,-1.5
CC(C)Oc1cccc(C(=O)C2CCCN(C3CCOCC3)C2)c1 (stereo not given),-0.1,0.11
COc1ccccc1N1CCN(Cc2cnc(-c3ccccc3)[nH]2)CC1,0.5,0.05
COC(=O)c1c(N)n(Cc2ccc(OC)cc2)c2nc3ccccc3nc12,-1.7,.
Nc1ccccc1-[n+]1c(-c2ccccc2)cc(-c2ccccc2)cc1-c1ccccc1,-0.4,-5.8*
CC(=O)OC1N=C(c2ccccc2)c2cc(Br)ccc2NC1=O (stereo not given),-0.1,0.03
Oc1ccccc1C1NCc2ccccc2-n2cccc21 (stereo not given),-0.1,-4.5*

# An excerpt of these results, with tabs.
SMILES	STK33 inh	Kir21 block
O=CC(Cl)P(=O)(N1CCOCC1)N1CCOCC1 (stereo not given)	0.3	0.59
COc1ccccc1CN1CCCC(C(=O)c2ccccc2OC)C1 (stereo not given)	-0.1	-0.91
Cn1c(O)c(C=NC2CCN(Cc3ccccc3)CC2)c(=O)n(C)c1=O	-2.0	0.9
Cc1cc(OCC(=O)N[C@@H](Cc2ccccc2)C(=O)O)c2c3c(c(=O)oc2c1)CCC3	0.1	0.75

# (cont.)
SMILES,STK33 inh,Kir21 block
CC1(C)C2([N+](=O)[O-])CNCC1([N+](=O)[O-])CNC2,-0.7,-0.84
Cc1c(C(c2ccc(Br)cc2)c2c(O)c3ccccc3oc2=O)c(=O)n(-c2ccccc2)n1C (stereo not given),-1.3,-0.5
C=CCn1c(O)c(C(CC)=NCCc2ccccc2)c(=O)[nH]c1=O,-0.9,0
CC(C)C12CN3CCN(CC(C3)/C1=N\O)C2,0.0,0.26
Fc1ccc(Cn2nnnc2C(c2ccc(F)cc2)N2CC=C(c3ccc(F)cc3)CC2)cc1 (stereo not given),-0.6,0.56
Nc1ccc([As](=O)(O)O)cc1,-4.0,-0.04
COc1ccc(OCC#CCN2CCNCC2)cc1,-0.7,3.1
OC1(CN2CCOCC2)C2CC3CC(C2)CC1C3 (stereo not given),-2.0,0.2
COc1cc(OC)c(OC)cc1CN1CCN(C(=O)COc2ccc3ccccc3c2)CC1,0.4,-0.55
CC(C)(C)P(=O)(N1CCOCC1)N1CCOCC1,-1.7,0.32
NCCc1ccccc1,-0.6,-0.24
CC(C)OC(=O)c1c(N)n(Cc2ccco2)c2nc3ccccc3nc12,1.8,-0.91
CCCN(CCC)[C@@H]1CCc2cccc(O)c2C1,-0.3,-0.1
CC(=O)C1C2c3ccccc3OC1(C)N=c1s/c(=C/c3cnn(C)c3)c(=O)n12 (stereo not given),-0.2,-2.3
C=CCn1c(O)c(C=Nc2ccc(F)cc2)c(=O)[nH]c1=O,-1.5,1.1
Cc1nn(Cc2ccccc2)c(C)c1C(=O)OCC(=O)Nc1cc(S(C)(=O)=O)ccc1Cl,0.2,1.7
CCc1ccc(NC(=O)C(C)OC(=O)c2c(C)nn(Cc3ccccc3)c2Cl)cc1 (stereo not given),-0.3,-1.5
CCN(CC)C1=NC(=[N+](CC)CC)c2ccccc21,-1.1,-0.9
CC(C)N1CCN(Cc2cc3c(cc2Cl)OCO3)CC1CCO (stereo not given),7.2,-0.64

# Only part of the results is shown; rates above refer to the full screens.
